Cav32 inh: human Cav3.2 channel inhibition, primary screen; Cav3.2-expressing cells, Fluo-4 calcium fluorescence FDSS; hits give low values; B-score at 10 µM; 100,000 compounds, 4% hits; AID 449739;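 active = single-dose well whose peak fluorescence ratio is a statistical outlier from its plate by either plate-standardised score or position-corrected B-score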
Target sequence (O95180 whole entry, looked up): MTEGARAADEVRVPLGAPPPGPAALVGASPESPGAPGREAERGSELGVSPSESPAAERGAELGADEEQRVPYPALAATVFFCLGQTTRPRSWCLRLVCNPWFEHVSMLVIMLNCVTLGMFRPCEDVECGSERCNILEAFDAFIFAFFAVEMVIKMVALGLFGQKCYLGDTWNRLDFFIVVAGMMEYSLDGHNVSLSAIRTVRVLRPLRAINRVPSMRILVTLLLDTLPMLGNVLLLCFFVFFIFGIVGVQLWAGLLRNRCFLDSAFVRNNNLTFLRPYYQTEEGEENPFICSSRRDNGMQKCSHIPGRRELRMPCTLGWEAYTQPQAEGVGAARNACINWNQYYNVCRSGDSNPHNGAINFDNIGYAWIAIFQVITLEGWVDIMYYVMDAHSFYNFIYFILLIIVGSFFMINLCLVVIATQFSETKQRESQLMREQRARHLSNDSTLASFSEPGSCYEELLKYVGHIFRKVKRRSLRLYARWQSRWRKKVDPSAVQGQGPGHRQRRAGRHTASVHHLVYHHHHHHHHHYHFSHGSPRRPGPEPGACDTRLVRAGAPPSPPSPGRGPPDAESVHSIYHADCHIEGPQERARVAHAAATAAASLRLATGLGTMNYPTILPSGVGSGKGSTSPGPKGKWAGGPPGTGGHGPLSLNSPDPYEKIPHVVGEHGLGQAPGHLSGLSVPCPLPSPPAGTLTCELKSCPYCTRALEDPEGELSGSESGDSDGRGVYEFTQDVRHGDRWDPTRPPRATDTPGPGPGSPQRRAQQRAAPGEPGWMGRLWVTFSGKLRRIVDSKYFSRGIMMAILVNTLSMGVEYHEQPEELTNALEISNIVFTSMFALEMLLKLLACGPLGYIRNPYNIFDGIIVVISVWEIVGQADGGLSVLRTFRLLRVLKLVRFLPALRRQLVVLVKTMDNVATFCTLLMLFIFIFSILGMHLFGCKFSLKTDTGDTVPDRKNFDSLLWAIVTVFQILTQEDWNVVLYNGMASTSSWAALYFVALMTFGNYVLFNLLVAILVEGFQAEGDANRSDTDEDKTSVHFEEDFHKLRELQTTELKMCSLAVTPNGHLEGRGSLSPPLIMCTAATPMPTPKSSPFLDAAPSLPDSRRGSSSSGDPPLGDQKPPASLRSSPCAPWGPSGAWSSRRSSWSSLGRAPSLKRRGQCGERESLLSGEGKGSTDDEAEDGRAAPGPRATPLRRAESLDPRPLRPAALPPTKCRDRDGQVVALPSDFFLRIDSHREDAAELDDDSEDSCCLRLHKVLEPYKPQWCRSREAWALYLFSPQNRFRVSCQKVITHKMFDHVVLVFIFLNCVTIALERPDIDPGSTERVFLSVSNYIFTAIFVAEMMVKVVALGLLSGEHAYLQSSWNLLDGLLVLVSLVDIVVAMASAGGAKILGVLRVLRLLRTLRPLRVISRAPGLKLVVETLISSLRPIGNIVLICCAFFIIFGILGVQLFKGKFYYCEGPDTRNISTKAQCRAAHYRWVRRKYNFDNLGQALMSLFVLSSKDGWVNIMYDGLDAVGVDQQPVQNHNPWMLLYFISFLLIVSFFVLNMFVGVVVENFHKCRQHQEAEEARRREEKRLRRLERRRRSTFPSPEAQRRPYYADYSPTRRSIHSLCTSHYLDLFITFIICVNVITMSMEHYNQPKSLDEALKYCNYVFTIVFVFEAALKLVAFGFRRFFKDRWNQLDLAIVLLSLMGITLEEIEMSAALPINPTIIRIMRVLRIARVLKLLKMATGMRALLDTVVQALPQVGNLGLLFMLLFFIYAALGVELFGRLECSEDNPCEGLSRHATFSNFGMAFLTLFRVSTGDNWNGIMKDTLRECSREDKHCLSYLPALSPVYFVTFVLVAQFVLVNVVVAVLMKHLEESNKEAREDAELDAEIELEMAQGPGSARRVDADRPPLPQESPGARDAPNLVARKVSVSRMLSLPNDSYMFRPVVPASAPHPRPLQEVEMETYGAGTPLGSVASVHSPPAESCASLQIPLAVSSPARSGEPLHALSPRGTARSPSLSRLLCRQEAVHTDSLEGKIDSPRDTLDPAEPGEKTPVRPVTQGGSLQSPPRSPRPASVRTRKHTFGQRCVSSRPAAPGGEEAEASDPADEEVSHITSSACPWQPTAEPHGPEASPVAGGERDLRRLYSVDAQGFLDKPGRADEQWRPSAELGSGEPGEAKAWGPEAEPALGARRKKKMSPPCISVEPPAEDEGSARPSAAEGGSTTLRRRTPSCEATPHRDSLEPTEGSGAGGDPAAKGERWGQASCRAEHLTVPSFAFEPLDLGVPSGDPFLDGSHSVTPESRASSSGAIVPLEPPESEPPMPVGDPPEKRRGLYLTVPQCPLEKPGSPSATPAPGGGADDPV
The depositor's hits bear a star. This is a subset; the hit share may differ from the screen's.

SMILES	Cav32 inh
CCOC(=O)C1=C(C)NC(=O)NC1c1cc(C)sc1C (stereo not given)	1.06
O=c1ccnc(SCn2nnc3ccccc3c2=O)[nH]1	-0.828
O=c1[nH]c(SCc2ccc(F)cc2)nc2c1cnn2-c1ccc(F)cc1	-0.0432
Cc1nc(NC(=O)c2ccccc2)sc1-c1csc(NCc2ccco2)n1	-1.27
CCc1nnc(NC(=O)CSc2nnc(Cc3ccccc3)o2)s1	3.85*
CCc1nnc(NC(=O)CCC(=O)O)s1	-0.0433
CCn1nccc1C(=O)Nc1ccc(Cl)cn1	-0.203
O=C(O)C1C2CCC(C2)C1C(=O)NCc1ccco1 (stereo not given)	0.551
O=C(CCC(=O)N(Cc1ccco1)C(C(=O)NC1CCCC1)c1ccncc1)Nc1cccnc1 (stereo not given)	1.01
Cc1cccc(Nc2nc(NC(C)C)nc(Oc3ccc(=O)n(C)n3)n2)c1	0.0207
O=C(Cn1cnc2c(nnn2Cc2ccccc2)c1=O)NCc1ccco1	1.5
O=C1OCC(CO)(CO)N=C1NNc1cc(Cl)ccc1Cl	0.0441
O=C1N/C(=N\N=C\c2ccc3ncccc3c2)SC1Cc1ccc(SC(F)F)cc1 (stereo not given)	-0.18
CS(=O)(=O)Nc1nnc(Cc2ccccc2)s1	-0.145
COc1ccc(/C(C)=C(\C#N)C(=O)OC(C)C)cc1OC	0.738
COc1ncnc2c1oc1nc(C(C)C)c3c(c12)CC(C)(C)OC3	-0.0956
CC(=O)Nc1nc(=S)n(-c2ccccc2)[nH]1	-2
COc1ccc(-n2c(C)cc(C(=O)Cn3c(NCCO)nc4ccccc43)c2C)cc1	-6.77*
CC1CCN(CCCNC(=O)CCCNC(=O)Cn2cnc3sc4c(c3c2=O)CCCC4)CC1	-0.0944
CCOC(=O)CSc1nsc(SCC(=O)OCC)c1C#N	0.91
CCN(CC)S(=O)(=O)c1cccc(NC(=O)C2SC(=Nc3ccc(C)cc3C)C(C(=O)NC(C)COC)=C2N)c1 (stereo not given)	-8.56*
COCCn1c(=O)[nH]c2cc(C(=O)NCCCN3CCN(c4ccc(F)cc4)CC3)ccc2c1=O	0.193
CS(=O)(=O)N(CC(=O)N1CCCCCC1)c1cccc(Br)c1	1.2
CCOc1ccc(-n2c(SCC(=O)Nc3nccs3)nc3c(c2=O)SCC3)cc1	0.193
CCOCCCNC(=O)C(C)NS(=O)(=O)c1ccc(C)cc1 (stereo not given)	0.00747
COc1ccc(-c2cn3ccsc3n2)cc1	0.362
CC(=O)c1c(COC(=O)c2cccnc2)nc2ccccc2[n+]1[O-]	0.95
C=CCSC1=C(C#N)C2(CCCCC2)C(C#N)C(=O)N1 (stereo not given)	-0.0339
CC(=O)c1cc(F)c(N2CCCC2)cc1C	0.0501
O=C1NC[C@H](Cc2ccccc2)N(CCc2cccc(F)c2)C1=O	0.387
COCCN(C(=O)Nc1ccccc1)c1ccccc1	0.734
COc1ccc(CCC(=O)N2CC(C)OC(C)C2)cc1 (stereo not given)	0.0271
Cc1ccccc1OCC(O)Cn1c2ccccc2c2ccccc21 (stereo not given)	-0.0951
C=CCn1c(N)c(C(=O)Nc2ccc(C)cc2)sc1=S	-0.177
Cc1ccc2c(c1)/C(=N/OS(=O)(=O)c1ccccc1)CCS2	0.564
NCCCSC1=NCCCN1	0.547
CCC(=O)NNc1nc2c(F)cc(F)cc2s1	0.00188
O=C(CSc1ncnc2c1cnn2-c1ccccc1Cl)N1CCN(C(=O)c2ccco2)CC1	1.97
N#Cc1cnn(Cc2ccccc2)c1N	-0.17
CSc1ccccc1C(=O)NCCc1ccc(S(=O)(=O)N2CCCCC2)cc1	-1.65
CCOCCCNC(=O)C1CCN(S(=O)(=O)c2ccc(C)cc2)CC1	0.526
CN(C)C(=O)N1CCC(C(=O)NCc2ccc(F)cc2Cl)CC1	-0.304
COCCNC(=O)c1c(N)sc2c1CCCC2	0.921
COc1ccc(S(=O)(=O)Cc2ccccc2)cc1N	-0.859
CCOC(=O)c1cnc2c(-c3ccccc3)c(C)nn2c1N	1.09

As a short view, 4 of the compounds above:
SMILES	Cav32 inh
CN(C)C(=O)N1CCC(C(=O)NCc2ccc(F)cc2Cl)CC1	-0.304
COCCNC(=O)c1c(N)sc2c1CCCC2	0.921
COc1ccc(S(=O)(=O)Cc2ccccc2)cc1N	-0.859
CCOC(=O)c1cnc2c(-c3ccccc3)c(C)nn2c1N	1.09

(next part)
SMILES	Cav32 inh
O=C1c2ccccc2C(=O)C12Cc1ccccc1N1CCN(c3ccccc3)CC12 (stereo not given)	-3.32
COC(=O)c1ccc(C2Nc3ccc(/C(C)=N/NC(=O)C(OC)c4ccccc4)cc3C3C=CCC32)cc1 (stereo not given)	0.428
c1ccc2cc3[nH]c(CN4CCOCC4)nc3cc2c1	0.7
CCC(=O)N1CCc2cc(S(=O)(=O)Nc3ccc4c(c3)OCCO4)ccc21	-0.536
COc1ccccc1NC(=O)CNS(=O)(=O)c1ccccc1	-0.684
Cc1ccc(C(C)n2cc(C(=O)NCc3cccnc3)nn2)cc1 (stereo not given)	0.933
COc1ccccc1N1CCN(CC(=O)Nc2ccc(Cl)c(C(F)(F)F)c2)CC1	-4.16*
Cc1cc(C)nc(N(C#N)CC(=O)N2CCC(C(N)=O)CC2)n1	0.272
CCN(CC)S(=O)(=O)c1ccc(-c2nnc(SCC(=O)Nc3nnc(C)s3)n2CC)cc1	0.123
CCCCCC(=O)NC(NC(=S)Nc1ccc(S(N)(=O)=O)cc1)C(Cl)(Cl)Cl (stereo not given)	1.74
O=c1c2ccccc2ncn1-c1ccc(Cl)c(Cl)c1	0.526
Cc1cc(C)c(S(=O)(=O)Nc2ccc3c4c(cccc24)CC3)c(C)c1	-3.19
Clc1ccc(Cc2noc(CN3CCN(c4ccccc4)CC3)n2)c(Cl)c1	-3.76
CN(C)c1nc(SCCOC(=O)Nc2ccccc2)nc(N(C)C)n1	-4.74*
O=C(NCc1cccs1)c1csc2c1CCCCC2	-0.93

2 entries from above, with bars between the fields:
SMILES | Cav32 inh
CCCCCC(=O)NC(NC(=S)Nc1ccc(S(N)(=O)=O)cc1)C(Cl)(Cl)Cl (stereo not given) | 1.74
O=c1c2ccccc2ncn1-c1ccc(Cl)c(Cl)c1 | 0.526

(list continues)
SMILES	Cav32 inh
CC1CCC(NC(=O)COc2ccccc2C(N)=O)CC1 (stereo not given)	0.0607
COc1ccc(Br)cc1C(=O)Nc1ccc(Cc2ccncc2)cc1	0.0695
C(#Cc1ccccc1)CN1CCN(c2ccccn2)CC1	-1.27
Cc1nc(NCC2CCCO2)c2nnn(Cc3ccccc3)c2n1 (stereo not given)	-2.36
Cc1ccnc(NS(=O)(=O)c2ccc(NC(=O)Cc3cccs3)cc2)n1	-0.0859
COc1ccc(C2NC(=S)N(c3ccccc3)C(C)=C2C(=O)Nc2ccccc2)cc1 (stereo not given)	-2.69
O=c1c(Cc2ccc(F)cc2)c(O)ccn1Cc1cccc(Cl)c1	-0.892
COc1ccc(C2=C(CN(C)C)C(c3ccccc3)c3ccccc3O2)cc1 (stereo not given)	-0.0174
CCCC(=O)Nc1ccccc1N1CCN(C(=O)c2ccccc2)CC1	1.13
CCCCNC(=O)CCc1nc2cccnc2n1Cc1ccc(OC)cc1	0.425
CC1CCCN(C(=O)Cn2cnc3c2c(=O)n(C)c(=O)n3C)C1 (stereo not given)	0.277
Cc1c(C(=O)OC(C)CCN(C)C)oc2ccccc12 (stereo not given)	-0.269
c1ccc(CSc2nnc(NC3=NCCCCC3)s2)cc1	-3.06
Cc1c(Cl)c(C(F)(F)F)nn1CC(=O)N1CCSCC1	-0.0901
Cc1ccc(S(=O)(=O)N2CCC(n3nnc4cc(C)ccc43)CC2)cc1	0.256
CCOC(=O)C(CO)(NC(C)=O)C(=O)OCC	-1.78
O=C(CCCn1c(SCC(=O)NCC2CCCO2)nc2ccccc2c1=O)NCc1ccccc1 (stereo not given)	0.523
c1cn(CCCNC2=NCCCCC2)cn1	0.807
CCCC(=O)NCCc1nc2ccccc2n1CCC	0.0198
CC(C)NC(=O)NC(=O)COc1cccc2c1OC(C)(C)C2	-0.143
S=c1nc(C2CC2)[nH]c2ccccc12	-0.327
O=C(c1ccccc1)N1CCN(C(=O)c2ccccc2)CC1	0.639
Cc1cc(NC(=O)CCCC(=O)O)nc(C)n1	0.388
O=C1CNC(=O)N1Cc1ccc(Br)cc1	-0.378
O=C(c1ccc(CN2CCOCC2)cc1)N1CCC(Cc2ccccc2)CC1	0.0236
CCOC(=O)C1=C(Cc2ccc(C)cc2)C(=O)c2ccccc2C1=O	-2.82
Cc1ccc(NC(=O)C(NS(=O)(=O)c2cccc3nsnc23)C(C)C)nc1 (stereo not given)	-0.544
COc1ccc(S(=O)(=O)N(CCCN2CCOCC2)Cc2cccc3ccccc23)cc1	-0.869
O=C(c1cc(-c2ccccc2O)on1)N1CCc2ccccc2C1	0.0205
CC1=NN(/C(=N\c2nnc(C)s2)Nc2ccccc2)[C@H](c2ccc(C)cc2)S1	-0.1
C#CCOCCOCCOCCNc1nc(N2CCN(C(=O)Cn3cc(CCCCN)nn3)CC2)nc(N2CCN(C(=O)[C@H](C(C)C)n3cc(CCO)nn3)CC2)n1	0.0415
Cc1cc(Br)ccc1NC(=O)C1CCCO1 (stereo not given)	-0.0174
COc1ccc(C(=O)NC(=S)NC(C)(C)C)cc1Br	-0.302
CC(=O)Nc1ccc(NS(C)(=O)=O)cc1	0.361
Cc1cc(C(=O)Nc2c(C)nn(Cc3ccccc3Cl)c2C)no1	-0.273
CCCN1C2CCCC1CC(NC(=O)c1ccc(F)cc1)C2 (stereo not given)	0.172
COc1ccc(Cl)cc1C(=O)Nc1nnn(C)n1	0.563
CCOC(=O)c1c(C)n(-c2ccc(C)cc2)c2c(C(C(C)=O)C(=O)O)c(Br)c(O)c(O)c12 (stereo not given)	1.36
Cc1cc(NC(=O)CCC(=O)N(CC(=O)NC2CCCC2)c2cccc(C)c2C)no1	-1.8
O=C(Nc1ccc(F)cc1)c1cccc2c1C(=O)N(Cc1ccccn1)C2	0.489
O=S(=O)(N1CCCCC1)N1CCCN(S(=O)(=O)N2CCCCC2)CC1	0.796
CC(=O)Nc1cccc(Oc2cc(C#N)c(C#N)cc2N2CCCCCC2)c1	-1.92
N=C1C(c2ccccc2)=C(O)CN1c1ccccc1N1CCOCC1	0.133
CCCS(=O)(=O)c1c(S(=O)(=O)CCC)c2c(N)cccn2c1C(=O)c1ccc(Br)cc1	-1.7
Cn1c(N2CCCCC2)nc2c1c(=O)n(Cc1cccc(Br)c1)c(=O)n2C	0.016

6 structures out of the list, sorted by molar mass, lowest first.
SMILES	Cav32 inh
CCCN1C2CCCC1CC(NC(=O)c1ccc(F)cc1)C2 (stereo not given)	0.172
COc1ccc(C(=O)NC(=S)NC(C)(C)C)cc1Br	-0.302
O=C(Nc1ccc(F)cc1)c1cccc2c1C(=O)N(Cc1ccccn1)C2	0.489
CC(=O)Nc1cccc(Oc2cc(C#N)c(C#N)cc2N2CCCCCC2)c1	-1.92
Cc1cc(NC(=O)CCC(=O)N(CC(=O)NC2CCCC2)c2cccc(C)c2C)no1	-1.8
C#CCOCCOCCOCCNc1nc(N2CCN(C(=O)Cn3cc(CCCCN)nn3)CC2)nc(N2CCN(C(=O)[C@H](C(C)C)n3cc(CCO)nn3)CC2)n1	0.0415

New compounds follow.
SMILES	Cav32 inh
COc1ccc(C(=O)N2CCCC2)cc1	0.437
O=C(NCc1ccc(F)cc1)c1cccc(S(=O)(=O)N2CCCC2)c1	0.00751
CCOC(=O)N1CCN(C(=O)CSc2cc(C)nc3c(-c4ccccc4OC)c(C)nn23)CC1	1.39
CCc1nnc(NC(=O)C=C(C)C)s1	0.791
COC(=O)c1ccc(C2CC(=O)Nc3cc(OC)c(OC)c(OC)c32)cc1 (stereo not given)	0.275
O=C(O)CCc1ccc(-c2cccs2)n1CC1CCCO1 (stereo not given)	-0.705
CCCCOc1ccc(C(=O)OC2CC(C)N(C)CC2C)cc1 (stereo not given)	-0.0215
Cc1ccc2cc(C)c3nnc(SCC(=O)Nc4nc5c(s4)CCCC5)n3c2c1	-1.59
CCCC(=O)Nc1cc(OC)c(OC)cc1C(=O)O	0.395
CC1(C)Cc2nc(NCCCO)c(C#N)cc2CO1	0.155
CSc1snc(SCC(N)=O)c1C#N	-1.86
CNC(=O)c1sc(N2N=C3/C(=C/c4ccccc4)CCCC3C2c2ccccc2)nc1C (stereo not given)	-4.38*
Cc1ccc(N2CCN(S(=O)(=O)c3ccc(F)c(C)c3)CC2)c(C)c1	-2.11
CCOC(=O)c1sc2ncn(CC(=O)N(CC)CC)c(=O)c2c1C	0.99
C/C(CCc1oc2c(Br)cc(Br)cc2c1-c1ccc(C)o1)=N\O	0.785

Next section; it opens with the three that closed the last part.
SMILES	Cav32 inh
Cc1ccc(N2CCN(S(=O)(=O)c3ccc(F)c(C)c3)CC2)c(C)c1	-2.11
CCOC(=O)c1sc2ncn(CC(=O)N(CC)CC)c(=O)c2c1C	0.99
C/C(CCc1oc2c(Br)cc(Br)cc2c1-c1ccc(C)o1)=N\O	0.785
COc1cc(/C=N/Nc2nc3ccccc3o2)cc(OC)c1O	0.902
O=C(O)C1CCCCC1C(=O)NCCCn1ccnc1 (stereo not given)	1.21
CCOC(=O)C1CCN(c2c(N3CCCCCC3)c(=O)c2=O)CC1	0.049
O=c1cc(-c2ccccc2Cl)oc2c(NS(=O)(=O)c3cccs3)ccc(O)c12	-2.66
CC(=O)Nc1ccccc1-c1nc2ccc(C(=O)N3CCN(c4cc(C)ccc4C)CC3)cc2[nH]c1=O	-3.66*
CCOc1cccc(N2C(=O)CC(N3CCC(C(N)=O)(N4CCCCC4)CC3)C2=O)c1 (stereo not given)	0.402
COc1cc(S(=O)(=O)N(Cc2ccccn2)Cc2ccccc2Cl)ccc1-n1cnnn1	-2.39
CCCOc1ccc(CC(=O)NNC(=S)Nc2ccccc2)cc1Br	-3.27
CC(C)(C)NC(=O)c1ccccc1-c1nc(-c2ccccc2Cl)no1	-2.85
COC(=O)Cn1c(=O)c2c(nc(Br)n2Cc2ccccc2Cl)n(C)c1=O	0.336
Cc1nc(-c2ccc(NC(=O)c3cccs3)cc2)cs1	0.458
CCCNC(=O)c1ccc2c(=O)n3c(-c4ccc(C)cc4)csc3nc2c1	0.211
CC(=O)n1c2c(c3ccccc31)OC(N)=C(C#N)C2c1ccc(C(C)C)cc1 (stereo not given)	0.00932
O=C(CSc1nc2c(c(=O)[nH]1)CCC2)Nc1cccc(Cl)c1	-0.505
CCc1ccccc1N1CCN(S(=O)(=O)c2ccc(F)c(C)c2)CC1	-3.45

Compound activity (PubChem BioAssay)
